CCHF vOTU inh – blocks the CCHF virus ovarian tumor domain protease. CCHFV vOTU protease, Pep-AMC fluorescence. inhibition, % at 11.5 µM. actives 0.55% (n = 370,000). AID 651958; in the data active = inhibition above about 30%; also: 0% = vehicle wells with enzyme and 100% = no enzyme wells
SARS 3CLpro inh – SARS-CoV 3CLpro protease inhibition; actives 0.14% (n = 290,000); recombinant SARS-CoV 3CLpro, quenched FRET peptide cleavage; P0C6X7; inhibition, % at 6 µM; in the data active = inhibition above about 12%
MazF activator – activators of E. coli MazEF toxin-antitoxin RNase; activation, % at 20 µM; actives 0.32% (n = 350,000); FAM/BHQ RNA-DNA oligo cleavage fluorescence, 5 h; P0AE70; AID 504720; in the data active = activation above about 50%
Target sequence (P0AE70 whole entry, looked up): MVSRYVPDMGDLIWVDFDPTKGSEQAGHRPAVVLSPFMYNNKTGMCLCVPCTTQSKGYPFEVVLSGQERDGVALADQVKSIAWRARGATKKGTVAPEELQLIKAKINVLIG
VHR inh abs – blocks human VHR1 dual specificity phosphatase; actives 0.52% (n = 290,000); inhibition, % at 13.3 µM; recombinant VHR phosphatase, pNPP absorbance; AID 1654; P51452; in the data active = inhibition above about 50%; also: some compounds called inactive have numbers as strong as hits
Target sequence (P51452 whole entry, looked up): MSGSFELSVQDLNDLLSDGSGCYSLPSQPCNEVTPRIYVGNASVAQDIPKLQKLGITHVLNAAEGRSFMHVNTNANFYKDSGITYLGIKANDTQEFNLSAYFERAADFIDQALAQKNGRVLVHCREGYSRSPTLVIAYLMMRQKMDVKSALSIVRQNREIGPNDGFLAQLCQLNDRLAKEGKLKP
BoNT-F LC inh – blocks Botulinum neurotoxin F light chain protease. Multiplex microsphere protease cleavage assay, flow cytometry. actives 0.22% (n = 360,000). inhibition, % at 10 µM; in the data active = inhibition above about 35%, passing the limit was not always enough; also: plate controls were buffer without enzyme for full effect and enzyme alone for no effect
PrPC TRFRET – inhibitors of human cell surface prion protein PrPC; inhibition, % at 13.8 µM; actives 0.43% (n = 370,000); TR-FRET read-out; AID 720596; in the data active = inhibition above about 24%; also: 0% = median of the test wells and 100% = reference compound wells
Anthrax LF inh2 – inhibitors of Bacillus anthracis lethal factor protease | P15917 | multiplex microsphere protease cleavage assay, LF | inhibition, % at 10 µM | actives 0.12% (n = 360,000); also: plate controls were buffer without enzyme for full effect and enzyme alone for no effect
SSB-PriA inh – K. pneumoniae PriA-SSBct interaction inhibition | AlphaScreen SSBct-PriA binding, biotinylated peptide | inhibition, % at 33 µM | actives 0.6% (n = 430,000) | AID 1272365; in the data active = inhibition mostly above about 37%, no sharp cut-off; inactive = mostly below about 20%;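 also: plate controls were negative control peptide for no effect and reference peptide for full effect; strong numbers were not always called active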
Rv3671c protease – Rv3671c (M. tuberculosis) protease inhibition; inhibition, % at 5.96 µM; actives 0.048% (n = 320,000); P9WHR9; AID 2606; in the data active = inhibition above about 38%;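 also: extracellular domain of Rv3671c used as enzyme; 0% = enzyme with DMSO and 100% = no enzyme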
Target sequence (P9WHR9 whole entry, looked up, the tested form may be a part): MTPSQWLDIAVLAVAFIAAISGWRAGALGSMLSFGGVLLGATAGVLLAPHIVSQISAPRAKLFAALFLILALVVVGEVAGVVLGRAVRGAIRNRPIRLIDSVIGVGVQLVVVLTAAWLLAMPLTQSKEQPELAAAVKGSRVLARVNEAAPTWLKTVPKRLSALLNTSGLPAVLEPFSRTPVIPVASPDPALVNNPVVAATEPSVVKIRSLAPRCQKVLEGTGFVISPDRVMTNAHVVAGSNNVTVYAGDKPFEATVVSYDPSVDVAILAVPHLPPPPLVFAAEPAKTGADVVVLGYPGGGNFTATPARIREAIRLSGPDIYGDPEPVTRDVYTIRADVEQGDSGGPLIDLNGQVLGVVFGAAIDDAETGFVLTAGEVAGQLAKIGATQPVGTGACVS
BoNT A protease – BoNT A light chain protease inhibition; inhibition, % at 10 µM; multiplex microsphere protease substrate cleavage, flow cytometry; actives 0.17% (n = 360,000); also: plate controls were buffer without enzyme for full effect and enzyme alone for no effect
Starred values were filed as active, the others as inactive; x = not tested or not shown. Rule as the data show it, unless noted: active = inhibition above about 30%; inconclusive = no clear call, values can overlap the other calls; inactive = below that.

no. | mol | MazF activator | PrPC TRFRET | Rv3671c protease | SARS 3CLpro inh | Anthrax LF inh2 | BoNT A protease | VHR inh abs | BoNT-F LC inh | SSB-PriA inh | CCHF vOTU inh
1 | O=C(Oc1cccnc1)c1cc(S(=O)(=O)N2CCOCC2)ccc1Cl | 0 | -7 | 2 | -1 | -2 | 1.2 | -33 | 4 | -5 | 8
2 | CN1CCn2c1nc(N1CCCCC1)nc2=O | -8 | -2 | -4 | 10 | 0 | -6.3 | 11 | -9 | -12 | -7
3 | O=C(c1cccs1)N1C[C@H](n2cc(C3CC3)nn2)[C@@H](O)C[C@@H]1c1ccc(Cl)cc1 | 1 | -3 | x | x | 1 | 0.4 | x | -3 | x | 1
4 | O=C1CCCN1CN1CCCCC1 | -10 | 4 | -3 | 1 | 1 | 0.4 | 21 | 12 | -2 | 6
5 | O=C(c1ccc(F)cc1)N1CCN(c2ncccn2)CC1 | 1 | -9 | -15 | -2 | -15 | -1.1 | 14 | 4 | -4 | 11
6 | C=CCOc1ccc(C2/C(=C(\O)c3ccc4c(c3)OCCO4)C(=O)C(=O)N2CCCN2CCOCC2)cc1 (centres undefined) | 8 | 1 | -2 | -2 | 3 | -0.4 | 17 | -4 | x | 2
7 | Cc1ccc(OCC(=O)N/N=C\c2ccc(C)o2)c(C)c1 | 3 | 8 | 0 | 0 | 0 | -0.6 | 12 | 2 | x | 12
8 | CN(C)C(CNC(=O)C1CCN(S(=O)(=O)c2cc(Cl)ccc2Cl)CC1)Cc1ccccc1 (centres undefined) | -3 | -5 | x | x | -4 | 0.4 | x | -1 | 4 | -5
9 | COC(=O)c1ccccc1NC(=O)CN(Cc1ccccc1)S(C)(=O)=O | 9 | 6 | -1 | -8 | 0 | -0.4 | -4 | -6 | -7 | 10
10 | COc1ccc(S(=O)(=O)N2CC(C)N(C(=O)N(C)C)C2C)cc1 (centres undefined) | 7 | 2 | -9 | -6 | 14 | -0.6 | -14 | -27 | -3 | 20
11 | COC(=O)c1ccc(NC(=O)c2ccc3c(c2)C(=O)N(C)C3=O)cc1 | 3 | -4 | 4 | 2 | 4 | 0.9 | 10 | 9 | 1 | -11
12 | O=C(NC1CCCC1)C(c1ccc(F)cc1)N(C(=O)c1csnn1)C1CC1 (centres undefined) | 5 | 1 | 0 | 3 | 5 | 1.6 | 2 | 5 | -6 | -1
13 | Cc1nn(C)c2nc(-c3cccs3)cc(C(F)(F)F)c12 | -26 | 4 | 0 | 3 | -2 | 0.7 | 10 | 2 | -26 | -15
14 | CCOC(=O)c1cnc(SCc2ccc(C)cc2)nc1N | 0 | 3 | 6 | 1 | -7 | 0.4 | 6 | -7 | -4 | 16
15 | COCCN1Cc2cccc(C(=O)Nc3ccc(-c4nc5ccccc5[nH]4)cc3)c2C1=O | 8 | 0 | -15 | 0 | -8 | -1.3 | -4 | -10 | -9 | -18
16 | COc1ccc(Br)cc1C(=O)N/N=C/c1ccc2c(c1)n(C)c(=O)n2C | 10 | -7 | -11 | -1 | -2 | 0.1 | 11 | 0 | x | -9
17 | O=[N+]([O-])c1ccc(N2CCN(Cc3cccc([N+](=O)[O-])c3)CC2)cc1 | 6 | -11 | 0 | -2 | 0 | 2.0 | 28 | 16 | 11 | -1
18 | COc1ccc(NS(=O)(=O)c2ccc(Br)s2)cc1OC | -1 | 19 | 3 | -3 | -3 | -2.0 | 18 | -7 | 1 | 9
19 | Cc1cc(C)c(S(=O)(=O)N2CCN(c3ccc([N+](=O)[O-])c(NCC4CCCO4)c3)CC2)c(C)c1 (centres undefined) | -2 | -3 | -1 | -4 | 0 | 1.4 | 32 | 8 | 5 | -20
20 | O=C(c1ccc(N2C(=O)C3CC=C(Cl)CC3C2=O)cc1)N1CCOCC1 (centres undefined) | 1 | -4 | -1 | 3 | 0 | 0.1 | 31 | -2 | -4 | -5
21 | COc1ccc2cc(-c3cc(C(=O)O)c4ccccc4n3)ccc2c1 | -4 | -9 | -1 | -3 | 1 | 0.3 | 2 | -16 | -12 | 11
22 | c1ccc(CSc2ccc(-c3cccs3)nn2)nc1 | 7 | 4 | 5 | 1 | 0 | 1.5 | 9 | 3 | 5 | 5
23 | CCC/C=N/Nc1nnc(Cc2ccc(OC)c(OC)c2)c(=O)[nH]1 | 3 | 3 | -15 | -5 | 3 | -2.9 | 36 | 2 | x | -12
24 | C[C@H]1CN([C@@H](C)CO)C(=O)CCCn2cc(nn2)CO[C@@H]1CN(C)S(=O)(=O)c1ccc(Oc2ccccc2)cc1 | 7 | -7 | x | x | -1 | -0.4 | x | -8 | x | -1
25 | C/C(=N/Nc1ccc(C)cc1)C1(C)N(O)C(C)(C)C(c2ccco2)=[N+]1[O-] (centres undefined) | 8 | -1 | 5 | 6 | 0 | -0.4 | 4 | -3 | x | -1
26 | Cc1ccc(-c2nc(N3CCOCC3)s[n+]2-c2ccccc2)cc1 | -2 | 3 | 6 | -3 | 0 | 4.9 | 12 | 26 | -15 | -5
27 | COc1ccc(C2CC(C(F)(F)F)n3nc(C(=O)NCCCn4ccnc4)cc3N2)cc1OC (centres undefined) | -4 | 5 | -3 | 2 | -4 | -1.2 | 17 | -30 | 6 | 3
28 | COc1cccc(CNC(=O)Cn2ccc3cc(S(=O)(=O)N4CCCC4)ccc32)c1OC | -17 | 4 | -2 | 3 | -1 | 0.7 | 21 | -7 | -4 | 7
29 | Cc1ccc(S(=O)(=O)N2CCC(C(=O)N[C@@H](C)C(=O)NCc3ccco3)CC2)cc1 | 4 | -1 | -1 | -7 | -6 | -4.1 | -5 | -16 | -12 | -13
30 | Cc1ccc(S(=O)(=O)Nc2ccccc2C(N)=O)cc1 | 8 | -1 | -2 | 6 | -1 | -2.0 | 7 | -12 | -6 | -12
31 | C/C(=N\N1CCCCC1)c1ccccc1O | 3 | 6 | -4 | -1 | -2 | 2.6 | 44 | 0 | x | 1
32 | COC(=O)/C=C/C1=CN(Cc2ccccc2)CCC1=O | -9 | 5 | 3 | x | 0 | 1.1 | x | -1 | -35 | 8
33 | O=C(Cn1c(=O)c2cccn2c2ccccc21)NCCc1ccc(Cl)cc1 | -10 | 4 | -16 | 5 | x | x | 10 | x | -6 | 3
34 | COCCN(Cc1cc2cc3c(cc2nc1Cl)OCO3)C(=O)Nc1ccc(OC)cc1 | 7 | 1 | 2 | 0 | -2 | -0.7 | -1 | -5 | 3 | -12
35 | CC(OC(=O)c1cccc(S(=O)(=O)N2CCCCCC2)c1)C(=O)Nc1ccc(S(N)(=O)=O)cc1 (centres undefined) | 5 | 4 | -4 | x | 5 | 1.7 | x | 8 | -2 | -3
36 | CN(C)S(=O)(=O)c1cccc(NC(=O)c2ccc(N3CCOCC3)c([N+](=O)[O-])c2)c1 | -1 | -21 | -2 | 7 | -2 | -0.9 | -2 | 3 | 6 | -3
37 | O=C1CC(=O)N(c2cccc(F)c2)N1 | -11 | -5 | 6 | 4 | -2 | -1.0 | 12 | -11 | 6 | 10
38 | COc1cc(C(CCN2CCCC2)c2c(OC)cc(OC)c3ccc(=O)oc23)cc(OC)c1OC (centres undefined) | 1 | -7 | -4 | x | -1 | 0.7 | 18 | -5 | -2 | 6
39 | COc1ccc(C(c2ccc(OC)cc2)C(Cl)(Cl)Cl)cc1 | 6 | 3 | 0 | x | -3 | 0.5 | x | 5 | -5 | -1
40 | Cc1cc(OCC(=O)NCC(C)C)cc(C)c1Br | 3 | 7 | 8 | 0 | -3 | 0.1 | 35 | -23 | -20 | 15
41 | Cc1cccc(N2CCN(c3nc4ccc(Cl)cc4n4cnnc34)CC2)c1C | -12 | 10 | -12 | -3 | -4 | -0.2 | 0 | -4 | -8 | 9
42 | COc1ccc(/C=N/n2cnnc2)cc1Oc1nc(Cl)ncc1F | 9 | 1 | 1 | 4 | 0 | -0.8 | -9 | -4 | x | -9
43 | CN1CCN(C(=O)C2=C[C@@H](c3csc4ccccc34)C[C@@H](OCc3ccc(CO)cc3)O2)CC1 | 1 | -8 | 1 | -5 | 1 | -0.3 | 25 | 7 | 9 | 0
44 | Nc1cc(=O)nc(SCC(=O)NC2CCCCC2)n1-c1ccccc1 | -13 | -3 | -5 | -5 | 1 | 0.8 | 32 | 3 | -2 | 16
45 | O=C1C=C(c2ccc(F)cc2OCc2ccccc2)C[C@@H](c2ccc(F)cc2)C1 | -13 | -2 | -19 | x | -7 | -0.6 | x | 0 | 5 | 13
46 | CC(=O)OCCN(CCCn1c(-c2ccncc2)nc2ccccc21)c1nc(CN2CCCCC2)cs1 | 1 | -4 | 4 | -6 | 3 | -0.3 | 17 | -9 | -1 | 12
47 | CC1(C(=O)NS(=O)(=O)c2cccc(F)c2)CCN1C(=O)Cc1ccc(Cl)cc1Cl (centres undefined) | x | 2 | x | x | -1 | 0.0 | x | -4 | x | -9
48 | Cc1cccc(-c2noc(CCCC(=O)NC3CCCC3)n2)c1 | -17 | 0 | 1 | -4 | 0 | -0.4 | -8 | 1 | 2 | 8
49 | Cc1cccc(N(CC(=O)NC2CCCCC2)C(=O)c2c(C)noc2C)c1 | -1 | 4 | -1 | -4 | -5 | -0.4 | 20 | -14 | -10 | 8
50 | O=C(c1ccccc1OCc1ccccc1Br)N1CCN(c2ncccn2)CC1 | -2 | -3 | 7 | -3 | -1 | -0.6 | -10 | -5 | 7 | 2
51 | Fc1ccccc1/C=N/Nc1nc2ccccc2o1 | 3 | 9 | 0 | 4 | 2 | -0.4 | 10 | 0 | x | 13
52 | O=C(CC(C(=O)O)c1ccc(Cl)cc1)c1ccc(Cl)c(Cl)c1 (centres undefined) | -6 | 1 | -9 | 3 | -11 | -1.6 | 38 | -13 | -16 | -4
53 | Cc1ccc(S(=O)(=O)NC(=O)NCCCCNC(=O)NS(=O)(=O)c2ccc(C)cc2)cc1 | 3 | 3 | 7 | -3 | 2 | 1.0 | 27 | 3 | -19 | 13
54 | Oc1ccc(/C=N/Nc2ccc(Cl)nn2)cc1O | 13 | -18 | 4 | 3 | -2 | -10 | 7 | -6 | x | 7
55 | COC(=O)C1C2C=CC3(CN(c4cccc(Cl)c4)C(=O)C13)O2 (centres undefined) | -3 | 1 | -3 | 2 | -1 | -0.4 | 13 | 2 | -8 | 1
56 | CCOc1cc(NC(=O)c2ccccc2C)c(OCC)cc1NC(=O)C1=Cc2ccccc2OC1 | 3 | -5 | -1 | -3 | -1 | 0.1 | 10 | -1 | -15 | -2

Full records, looked up by structure.
`Nc1cc(=O)nc(SCC(=O)NC2CCCCC2)n1-c1ccccc1` in the list: MazF activator = -13; PrPC TRFRET = -3; Rv3671c protease = -5; SARS 3CLpro inh = -5; Anthrax LF inh2 = 1; BoNT A protease = 0.8; VHR inh abs = 32; BoNT-F LC inh = 3; SSB-PriA inh = -2; CCHF vOTU inh = 16
`Oc1ccc(/C=N/Nc2ccc(Cl)nn2)cc1O` in the list: MazF activator = 13; PrPC TRFRET = -18; Rv3671c protease = 4; SARS 3CLpro inh = 3; Anthrax LF inh2 = -2; BoNT A protease = -10; VHR inh abs = 7; BoNT-F LC inh = -6; SSB-PriA inh = x; CCHF vOTU inh = 7

Arranged by formula weight (smallest number first): 3 of the compounds above.
no. | mol | MazF activator | PrPC TRFRET | Rv3671c protease | SARS 3CLpro inh | Anthrax LF inh2 | BoNT A protease | VHR inh abs | BoNT-F LC inh | SSB-PriA inh | CCHF vOTU inh
48 | Cc1cccc(-c2noc(CCCC(=O)NC3CCCC3)n2)c1 | -17 | 0 | 1 | -4 | 0 | -0.4 | -8 | 1 | 2 | 8
33 | O=C(Cn1c(=O)c2cccn2c2ccccc21)NCCc1ccc(Cl)cc1 | -10 | 4 | -16 | 5 | x | x | 10 | x | -6 | 3
50 | O=C(c1ccccc1OCc1ccccc1Br)N1CCN(c2ncccn2)CC1 | -2 | -3 | 7 | -3 | -1 | -0.6 | -10 | -5 | 7 | 2

Assay outcomes deposited in PubChem BioAssay by several laboratories.

Only part of the results is shown; rates above refer to the full screens.
